Bioassay records deposited in PubChem by several laboratories.
PhoP inhibition: PhoP-dependent GFP reporter repression – Salmonella Typhimurium, primary screen (AID 1863); inhibition, % at 50 µM, or IC50 in µM where a hit was titrated; actives 0.16% (n = 300,000); S. Typhimurium PhoP-regulated promoter GFP reporter, 4 h; higher % means a stronger effect;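 active = inhibition over 29.93%, a cutoff 3 SD above the screen mean, later confirmed by dose response; inconclusive = inhibition over 29.93% but no dose response follow-up; inactive = inhibition at most 29.93% or unconfirmed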;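 also: 0% = low Mg2+ inducing control and 100% = high Mg2+ repressing control; strong numbers were not always called active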
RSV CPE inhibition: RSV antiviral activity via CPE protection, HEp-2 cells, primary 10 µM value included (AID 2391); HEp-2 cells, RSV-induced CPE inhibition; higher % means a stronger effect; CPE inhibition, % at 10 µM, or IC50 in µM where a hit was titrated; actives 0.13% (n = 310,000); in the data active = a potency from the dose series; inconclusive = CPE inhibition mostly from about 23% at the one dose, without a potency; inactive = the rest, 99 in 100 with CPE inhibition below about 21%; also: strong numbers were not always called active
b-catenin transl: beta-catenin nuclear translocation modulation. actives 0.3% (n = 190,000). nuclear translocation activity, % at 5 µM. HeLa beta-catenin nuclear translocation, immunofluorescence imaging;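 active = nuclear translocation activity above 50% at 5 µM, with a well cell count of 50 or more; inconclusive = wells under 50 cells across six images, flagged as toxic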;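 also: per-cell ratio of nuclear to cytoplasmic median beta-catenin stain intensity; plate controls were DMSO negative control for no effect and GSK-3 inhibitor IX positive control for full effect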
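assay system = human HeLa cells, endogenous beta-catenin | times = compound treatment 24 h, 37°C, 5% CO2 | detection = Anti-beta-catenin immunofluorescence on PFA-fixed, Triton-permeabilized cells, DAPI nuclei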
West Nile antiviral: inhibition of WNV-induced cytopathic effect – cell-based, CPE readout (AID 1621) | West Nile virus-infected cells, CPE inhibition; higher % means a stronger effect | CPE inhibition, % at 10 µM, or IC50 in µM where a hit was titrated | actives 0.02% (n = 290,000); in the data active = a potency from the dose series; inconclusive = CPE inhibition mostly from about 3.7% at the one dose, without a potency; inactive = the rest, 99 in 100 with CPE inhibition below about 2.2%; also: strong numbers were not always called active
SV40 large T antigen: TAg ATPase/helicase activity blockers – biochemical (AID 1903). inhibition, % at 20 µM, or IC50 in µM where a hit was titrated. actives 0.39% (n = 310,000). SV40 large T antigen ATPase/helicase inhibition assay; higher % means a stronger effect; in the data active = a potency from the dose series; inconclusive = inhibition mostly from about 32% at the one dose, without a potency; inactive = the rest, 99 in 100 with inhibition below about 32%; also: strong numbers were not always called active
MgcRacGAP inhibition: MgcRacGAP GTPase-activating activity inhibitors, confirmation, biochemical, ADP Hunter fluorescence; MgcRacGAP-stimulated Rac1 GTP hydrolysis, ADP Hunter fluorescence; higher % means a stronger effect; GST-tagged Rac1 F28L mutant substrate; one-dose inhibition, % at 30 µM; IC50 in µM for titrated hits; actives 0.6% (n = 340,000);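 active = first-screen hits whose inhibition reached a set limit at any dose in the follow-up dose series; inconclusive = inhibition above the set first-screen limit but never retested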;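 also: fluorescence reports GDP produced by GAP-driven GTP hydrolysis; strong numbers were not always called active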
WT yeast gro inh: growth inhibition of WT yeast, mitochondrial fusion screen. mitochondrial fusion phenotypic screen, WT strain. inhibition, % at 10 µM. actives 2.1% (n = 190,000); in the data active = inhibition above about 58%; tested in S. cerevisiae
Myeloid diff 2: compounds promoting myeloid differentiation | ER-HoxA9 myeloid progenitors, lysozyme-GFP differentiation, flow cytometry | actives 1% (n = 360,000) | calls only at 10 µM;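 active = normalized GFP-positive differentiation at or above the plate's own cutoff, the solvent-only control mean plus 3 SD; inconclusive = no clear call, values can overlap the other calls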;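 also: cells exposed to compound for four days before flow analysis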
T cell HTS: T cell immune modulation candidate | 2C CD8+ T cell-vesicle binding, flow cytometry; stronger effect = lower value | calls only at 7 µM | AID 2052 | actives 0.068% (n = 330,000);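 active = response, share of CD8 T cells binding vesicles, and their 90th percentile fluorescence all below set limits, cut at about 80% in these data, passing the limit was not always enough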
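Material: murine 2C transgenic CD8+ T lymphocytes / Also added: QL9-peptide-loaded Drosophila micro-vesicles bearing Ld, ICAM-1 and B7-1 / Schedule: binding step 1.5 h, 37 °C, antibody labelling 20 min, ice / Signal: flow cytometry, PE anti-B7-1 (FL2) versus Alexa647 anti-CD8 (FL8), PFA-fixed / Evaluation: percent CD8+ FL2 mean versus row control / Benchmarks: naked versus QL9-loaded vesicles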
WT yeast gro inh mutant strain: further read-out of WT yeast gro inh, marked with its call; inhibition, %; mitochondrial fusion phenotypic screen, mutant strain inhibition
b-catenin transl cell count 5 µM: also measured in b-catenin transl; calls as there; cell count; measured here: cell count, cytotoxicity flag
T cell HTS vesicle-bound %: further read-out of T cell HTS, marked with its call; double positive events, %; measured here: CD8+ vesicle-bound cell fraction;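 binding gate set so that unloaded-vesicle control wells show 10% double positive cells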
Myeloid diff 2 GFP+ MAC1+ %: recorded beside Myeloid diff 2, whose call it bears; GFP+ MAC1+ double positive, %; measured here: differentiation confirmed by MAC1 staining
Numbers without * were called inactive; i = inactive; ? = inconclusive; / = not tested or not shown; + = active, no number.

SMILES	PhoP inhibition	RSV CPE inhibition	b-catenin transl	b-catenin transl cell count 5 µM	West Nile antiviral	SV40 large T antigen	MgcRacGAP inhibition	WT yeast gro inh	WT yeast gro inh mutant strain	Myeloid diff 2	Myeloid diff 2 GFP+ MAC1+ %	T cell HTS	T cell HTS vesicle-bound %
CCOP(=O)(OCC)c1nc(-c2ccc(Cl)cc2Cl)oc1N1CCCCC1	-4.2%	5.1%	-1.1	1014	-1.8%	7.3%	4.7%	10.9	14.2	i	0.5	i	37.1
CC1=C(C(=O)N2CCCCC2)C(c2cccs2)NC(=O)N1 (stereo unspecified)	1.8%	0.8%	-7.5	1053	0.1%	-2.6%	5.3%	-1.9	-5.8	i	0.9	i	56.2
S=C(NCCc1ccccc1)NCC(c1ccco1)N1CCCCC1 (stereo unspecified)	3.6%	-3.1%	-2.0	1074	1.5%	29.9%	8.6%	9.1	26.9	i	0.4	i	16.1
COc1ccccc1C(=O)Nc1ccc2c3c(cccc13)CC2	-13.4%	14.3%	-3.0	571	-0.6%	7.7%	6.5%	-11.9	3.8	i	1.3	i	18.3
Cc1ccc(-c2[nH]c3cc(C(=O)NCCCn4ccnc4)ccc3c(=O)c2O)cc1	6.1%	1.1%	2.9	1177	0.2%	31.6%	3.1%	/	/	i	0.8	i	24.1
Cc1cccc(C)c1NC(=O)CN(c1ccccn1)S(=O)(=O)c1ccccc1	7.5%	-0.3%	-0.8	1088	/	10.7%	11.7%	-14.7	-6.6	i	1.0	i	57.5
COC(=O)c1cc(C(=O)OCC(=O)NC2CCS(=O)(=O)C2)cc([N+](=O)[O-])c1 (stereo unspecified)	-1.5%	2.3%	-5.3	1131	-0.1%	11.8%	-4.2%	-9.9	2.4	i	0.3	i	38.1
CCc1ccc(C(=O)NC2CCCCC2)s1	11.5%	2.3%	-2.0	730	-0.9%	-9.1%	6.6%	7.6	-3.4	i	4.5	i	7.7
Cc1ccc(NC(=O)CCNC(=O)c2ccc([N+](=O)[O-])cc2)cc1S(=O)(=O)N1CCOCC1	/	1.5%	/	/	/	/	-3.6%	/	/	i	0.3	i	13.4
Cc1ccc(OCC(=O)N(Cc2ccco2)C2CCS(=O)(=O)C2)cc1C (stereo unspecified)	/	1.5%	/	/	-0.8%	14.0%	4.1%	/	/	i	2.2	i	39.7
COc1cccc(C(=O)NCCS(=O)(=O)N(C)C2CCCCC2)c1	-2.5%	0.0%	/	/	/	21.1%	6.1%	/	/	/	/	i	26.9
COCCn1nnnc1CN1C2CCCC1CC(NC(C)=O)C2 (stereo unspecified)	6.5%	1.4%	5.6	1222	-0.1%	11.0%	9.5%	1.5	-6.9	i	0.7	i	53.2
CC(C)(C)C(=O)Nc1cccc(-c2cc(-c3c(Cl)cccc3Cl)no2)c1	-8.8%	53.1%	-1.0	953	0.0%	29.9%	7.4%	/	/	i	0.3	i	23.5
CCOc1ccc2nc(NC(=O)c3ccc(S(=O)(=O)N4CCOCC4)cc3)sc2c1	-4.9%	1.5%	/	/	/	8.4%	-16.0%	-9.6	-1.0	i	1.4	i	19.9
CCOC(=O)Cn1nc(C)n(-c2ccccc2)c1=O	11.5%	0.7%	/	/	0.5%	21.3%	8.2%	-3.2	4.7	i	1.2	i	32.8
COc1cc(NC(=O)Cn2nc(C(F)(F)F)c(Br)c2C)cc([N+](=O)[O-])c1	6.0%	12.1%	-1.0	1137	1.6%	7.7%	4.5%	14.8	11.5	i	0.2	i	41.3
COc1ccc(NC(C)=O)cc1S(=O)(=O)N1CCN(C/C=C/c2ccccc2)CC1	4.2%	10.7%	-1.9	1132	-0.7%	16.4%	0.5%	-0.3	8.2	i	0.3	i	14.0
COc1ccc(CCN(Cc2nc(-c3ccccc3)no2)Cc2nc(-c3ccccc3)no2)cc1OC	9.0%	1.9%	-0.8	1187	0.0%	1.2%	13.1%	2.9	1.7	i	2.1	i	43.1
CC(C)CCN1C(=O)c2cccc3c(N)ccc(c23)C1=O	/	7.0%	/	/	/	-1.6%	8.0%	/	/	+	3.2*	i	51.7
COc1ccc(CNC(=O)CN(C(=O)CCC(=O)Nc2nccs2)c2ccccc2C)cc1	3.6%	1.1%	/	/	-0.2%	6.1%	3.5%	/	/	i	1.2	i	30.3

Pulled one by one from above, four records:
SMILES	PhoP inhibition	RSV CPE inhibition	b-catenin transl	b-catenin transl cell count 5 µM	West Nile antiviral	SV40 large T antigen	MgcRacGAP inhibition	WT yeast gro inh	WT yeast gro inh mutant strain	Myeloid diff 2	Myeloid diff 2 GFP+ MAC1+ %	T cell HTS	T cell HTS vesicle-bound %
COc1ccc(CNC(=O)CN(C(=O)CCC(=O)Nc2nccs2)c2ccccc2C)cc1	3.6%	1.1%	/	/	-0.2%	6.1%	3.5%	/	/	i	1.2	i	30.3
CCOP(=O)(OCC)c1nc(-c2ccc(Cl)cc2Cl)oc1N1CCCCC1	-4.2%	5.1%	-1.1	1014	-1.8%	7.3%	4.7%	10.9	14.2	i	0.5	i	37.1
COc1cccc(C(=O)NCCS(=O)(=O)N(C)C2CCCCC2)c1	-2.5%	0.0%	/	/	/	21.1%	6.1%	/	/	/	/	i	26.9
CC(C)(C)C(=O)Nc1cccc(-c2cc(-c3c(Cl)cccc3Cl)no2)c1	-8.8%	53.1%	-1.0	953	0.0%	29.9%	7.4%	/	/	i	0.3	i	23.5

(continued)
SMILES	PhoP inhibition	RSV CPE inhibition	b-catenin transl	b-catenin transl cell count 5 µM	West Nile antiviral	SV40 large T antigen	MgcRacGAP inhibition	WT yeast gro inh	WT yeast gro inh mutant strain	Myeloid diff 2	Myeloid diff 2 GFP+ MAC1+ %	T cell HTS	T cell HTS vesicle-bound %
CCOc1ccccc1N1CCN(C(=S)NC(=O)C23CC4CC(CC(C4)C2)C3)CC1	-16.1%	7.7%	-1.2	1135	0.3%	6.0%	-0.3%	58.7*	5.9*	i	0.7	i	41.5
Cn1cc(C(=O)NS(=O)(=O)Nc2ccc(Br)cc2)c2ccccc21	1.7%	1.4%	/	/	-0.2%	2.6%	-1.7%	/	/	i	0.2	i	1.4
Cc1c(C(=O)N2CCCCC2)c(S(=O)(=O)NCCc2ccccc2)c(C)n1C	-9.9%	2.4%	/	/	0.2%	17.7%	9.3%	/	/	i	2.3	i	12.2
CC(=O)N1CCCc2cc(S(=O)(=O)Nc3cccc(C)c3C)ccc21	7.9%	4.1%	/	/	-0.5%	0.2%	-35.3%	/	/	i	4.4	i	12.7
Cc1cccnc1NC(=O)c1cccc(S(=O)(=O)NCc2ccccc2)c1	2.1%	0.1%	/	/	/	15.7%	6.7%	/	/	i	0.7	i	43.3
CC1(C)CC(=O)C2=C(C1)NC1=C(C(=O)c3ccccc31)C2c1ccc(Cl)cc1 (stereo unspecified)	?	19.4%	-1.2	865	-2.0%	9.0%	15.8%	11.7	10.6	i	0.8	i	45.2
CC1(C)N=C2C(=[N+]1[O-])CCC/C2=N\O	4.5%	1.1%	-0.8	1219	0.5%	-0.9%	5.3%	5.4	-5.7	i	0.6	i	25.2
CC(C)c1onc(C(=O)NCCc2ccccc2)c1[N+](=O)[O-]	10.1%	7.4%	-1.3	1184	0.8%	7.9%	9.2%	5.6	-4.5	i	1.0	i	33.4
COc1ccc(N2CCN(CC(O)COc3ccc([N+](=O)[O-])cc3)CC2)cc1 (stereo unspecified)	-2.6%	-0.4%	0.8	962	0.1%	10.1%	5.5%	-6.7	-17.9	i	0.7	i	63.3
O=C1c2ccccc2S(=O)(=O)c2cc(N3CCN(c4ccccn4)CC3)ccc21	/	0.0%	/	/	0.8%	3.5%	12.2%	/	/	i	1.7	/	/
CN(CC(=O)Nc1ccccc1Cl)C(=O)c1ccc(-c2cccc(C(F)(F)F)c2)o1	13.7%	1.5%	/	/	/	12.2%	1.5%	/	/	i	1.2	i	46.6
COc1ccc(C2C(C(=O)C(C)(C)C)=C(O)C(=O)N2Cc2ccccc2)cc1 (stereo unspecified)	-3.8%	1.9%	-1.6	970	1.7%	5.3%	-9.6%	3.0	-3.0	i	0.6	i	22.8
S=c1[nH]nc(-c2cccc(Cl)c2)n1CCN1CCCCC1	-7.0%	2.9%	-1.1	593	-0.3%	13.3%	14.9%	-6.9	-5.0	i	0.3	i	35.4
Cc1nc(SCC(=O)CC(=O)OC(C)C)c(C#N)c(C)c1C	-3.6%	0.0%	/	/	0.3%	4.7%	3.3%	-33.9	-15.3	i	1.9	i	42.6
O=C(CSc1ccccn1)Nc1cccc([N+](=O)[O-])c1	2.0%	3.0%	-3.1	1088	-1.1%	9.8%	1.7%	-19.6	10.0	i	0.5	i	60.2
COc1ccc2oc(=O)cc(CN3CCOCC3)c2c1	-3.5%	0.5%	/	/	-0.3%	8.3%	3.5%	/	/	i	0.5	i	53.5
CC(=O)c1ccc(N(CC(=O)NC2CCCC2)C(=O)CNC(=O)c2ccco2)cc1	5.9%	-0.1%	/	/	0.0%	0.2%	0.4%	/	/	i	2.3	i	32.3
CCOc1ccc(N(CC(=O)Nc2ccccc2C(=O)N2CCCC2)S(C)(=O)=O)cc1	-5.2%	0.4%	/	/	0.0%	6.7%	7.6%	/	/	i	0.5	i	27.9
O=C(Nc1ccc(Br)cc1Br)C1CC(=O)N(Cc2ccccc2)C1 (stereo unspecified)	0.1%	2.7%	/	/	-1.0%	11.8%	4.3%	/	/	i	1.2	i	10.5
O=C(O)C(Cc1c[nH]c2ccccc12)NS(=O)(=O)c1ccc2ccccc2c1 (stereo unspecified)	-8.4%	2.3%	-4.6	540	0.2%	6.9%	-17.8%	-14.7	-16.4	i	0.1	i	60.4
